SRC3 TRFRET art: TR-FRET detection interference compounds, artefact control for PPARgamma SRC-3 recruitment agonists, biochemical, TR-FRET ratio | AID 1048, 2008 | TR-FRET ratio at 8 µM | TR-FRET artefact counter-screen, PPARgamma/SRC-3 format; hits give high values | 99,000 compounds, 0.39% hits; in the data active means TR-FRET ratio above about 2000; further: inactives centre near 1600
SRC1 TRFRET art: TR-FRET detection interference compounds, primary screen, artefact control for PPARgamma SRC-1 recruitment agonists, biochemical, TR-FRET emission ratio; TR-FRET ratio at 8 µM; 99,000 compounds, 0.34% hits; AID 1051, 2008; TR-FRET detection artefact counter-screen; hits give high values; in the data active means TR-FRET ratio above about 2300; further: inactives centre near 1800
An asterisk follows results filed as active. These rows are one share of the data; the hit share may differ from the screen's.

The first two entries, ahead of the listing:
SMILES | SRC3 TRFRET art | SRC1 TRFRET art
Cc1ccc(NC2=NCC(=O)N2Cc2ccc3c(c2)OCO3)cc1 | 1515 | 1762
Cc1ccc2c(c1)N(C(=O)CCC(=O)O)CCO2 | 1713 | 1511

Results, from the start:
SMILES | SRC3 TRFRET art | SRC1 TRFRET art
Cc1ccc(NC2=NCC(=O)N2Cc2ccc3c(c2)OCO3)cc1 | 1515 | 1762
Cc1ccc2c(c1)N(C(=O)CCC(=O)O)CCO2 | 1713 | 1511
O=C(Nc1ccc(Cl)c(Cl)c1)Nc1nnc(CSc2ccccc2)s1 | 1782 | 1852
COc1ccccc1C(=O)NCC(=O)NNc1ncnc(N)c1[N+](=O)[O-] | 1576 | 1646
COc1ccc(/C=N/NC(=O)c2c(-c3ccccc3)noc2C)cc1 | 1519 | 1631
O=C(NC1CCCc2ccccc21)c1cccc(S(=O)(=O)N2CCOCC2)c1 (stereo not drawn) | 1392 | 1961
Cc1ccc(O)c(C2=Nc3ccccc3N=C(c3cccs3)C2)c1 | 1483 | 1804
CCc1nnc(NS(=O)(=O)c2ccc(NC(=S)NC(=O)/C=C/c3ccc(OC)cc3)cc2)s1 | 1567 | 1698
O=C(CCc1nnc(C2CCCCC2)o1)N1CCCCC1CCn1cccn1 (stereo not drawn) | 1659 | 1783
CC(c1n[nH]c(=S)n1Cc1ccccc1)N(C)C (stereo not drawn) | 1509 | 1680
O=C(COc1ccccc1)NCC(=O)N/N=C/C=C/c1ccccc1 | 1780 | 1915
C=CCn1nc([N+](=O)[O-])nc1Sc1cccc2cccnc12 | 1711 | 1776
O=C(COC(=O)c1ccc2c(c1)OCCO2)Nc1cc(S(=O)(=O)N2CCOCC2)ccc1Cl | 1606 | 1771
CC[C@H]1CN2CCc3cc(OC)c(OC)cc3[C@@H]2C[C@@H]1C[C@H]1NCCc2cc(OC)c(OC)cc21 | 1730 | 1808
C=Cn1cc[n+](CC(=O)C(C)(C)C)c1 | 1652 | 1871
CC(C(=O)Nc1ccccc1-c1ccccc1)N(C)Cc1nc2ccccc2c(=O)[nH]1 (stereo not drawn) | 1431 | 1617
C#CCOCCOCCOCCNc1nc(N2CCN(C(=O)[C@H](CCCCN)n3cc([C@@H](N)C(C)CC)nn3)CC2)nc(N2CCN(C(=O)[C@H](CCCCN)n3cc([C@@H](N)CC(C)C)nn3)CC2)n1 (stereo partly drawn) | 1501 | 1822
CCOC(=O)N1CCN(Cc2cc(Cl)c3cccnc3c2O)CC1 | 1509 | 1868
O=C(NCCCN1CCN(CCCNC(=O)c2cc([N+](=O)[O-])ccc2Cl)CC1)c1cc([N+](=O)[O-])ccc1Cl | 1683 | 1866
COc1ccc(-n2c(C)cc(/C=N/Nc3nnc(C)n3N)c2C)cc1 | 1624 | 2055

Brought forward from above: 6 entries, then new ones.
SMILES | SRC3 TRFRET art | SRC1 TRFRET art
C=Cn1cc[n+](CC(=O)C(C)(C)C)c1 | 1652 | 1871
CC(C(=O)Nc1ccccc1-c1ccccc1)N(C)Cc1nc2ccccc2c(=O)[nH]1 (stereo not drawn) | 1431 | 1617
C#CCOCCOCCOCCNc1nc(N2CCN(C(=O)[C@H](CCCCN)n3cc([C@@H](N)C(C)CC)nn3)CC2)nc(N2CCN(C(=O)[C@H](CCCCN)n3cc([C@@H](N)CC(C)C)nn3)CC2)n1 (stereo partly drawn) | 1501 | 1822
CCOC(=O)N1CCN(Cc2cc(Cl)c3cccnc3c2O)CC1 | 1509 | 1868
O=C(NCCCN1CCN(CCCNC(=O)c2cc([N+](=O)[O-])ccc2Cl)CC1)c1cc([N+](=O)[O-])ccc1Cl | 1683 | 1866
COc1ccc(-n2c(C)cc(/C=N/Nc3nnc(C)n3N)c2C)cc1 | 1624 | 2055
COc1ccc(NC(=O)c2c[nH]n3c(=O)cc(C4CCN(C(=O)OC(C)(C)C)CC4)nc23)cc1Cl | 1579 | 1636
COc1ccc(OC)c(NC(=O)C(=S)NC2CCCCC2)c1 | 1594 | 1772
CCCC(C(=O)O)N1C(=O)/C(=C/c2cccn2C)SC1=S (stereo not drawn) | 1489 | 1927
Cc1cc(SCC(=O)Nc2cccc(S(N)(=O)=O)c2)c(C)cc1Br | 1623 | 2001
CCCN(CCC)c1ncnc2nc[nH]c12 | 1513 | 1996
C/C(Cn1cnc([N+](=O)[O-])n1)=N/NC(=O)COc1c(Cl)cc(Cl)cc1Cl | 1479 | 1738
COc1cc(NC(=S)NCCc2c[nH]c3ccccc23)c(OC)cc1Cl | 1734 | 1970
CCNC(=S)NNC(=O)c1csc(C)c1 | 1497 | 1726
CC(C)CNC(=S)NC(=O)c1ccc(F)cc1 | 1674 | 1450
Oc1c(C=C2N=c3ccccc3=N2)sc(=S)n1C1CCCC1 | 1501 | 1814
Cc1cccc(S(=O)(=O)c2c(C)cc(C)nc2Cl)c1 | 1523 | 1785
COc1ccc(CCN2C(=O)NC(NC(C)=O)(C(F)(F)F)C2=O)cc1OC (stereo not drawn) | 1500 | 1578
COc1ccc(C2NC(=O)C(C#N)=C(S)N2c2cccc(C)c2)cc1OC (stereo not drawn) | 1597 | 1545
CCc1ccc(N2C(=O)Nc3ccccc3C2(O)C(=O)N2CCN(c3ccccn3)CC2)cc1 (stereo not drawn) | 1550 | 1775
CCOC(=O)c1nnn(-c2nonc2N)c1CN(C)Cc1ccccc1 | 1759 | 1623
CC1(C)O[C@@H]2C[C@H]3[C@@H]4C[C@H](F)C5=CC(=O)CC[C@]5(C)[C@H]4[C@@H](O)C[C@]3(C)[C@]2(C(=O)CO)O1 | 1531 | 1663
CC(=O)c1cccc(NC(=O)COc2ccccc2C(=O)c2cc(C#N)c(=O)n(C3CCCCC3)c2)c1 | 1952 | 1806
CC1=CC(C)C2(COC(c3ccc[n+](C)c3)OC2)C(C)C1 (stereo not drawn) | 1435 | 1714
COc1cccc(OCC(=O)Nc2cc(Cl)ccc2Oc2ccccc2)c1 | 1564 | 1818
COc1ccc2c(c1)C=C(CN1CCN(C3CCCC3)C(CCO)C1)CO2 (stereo not drawn) | 1492 | 1944
CC(C)CC(=O)Nc1cccc(NC(=O)CC(C)C)n1 | 1356 | 1497
CC(C)Cn1c(-c2ccc(Br)cc2)c[nH]c1=S | 1602 | 1882
C=C(C)COc1ccc(-c2nc(N)nc(C)c2-c2ccc(OC)cc2)c(O)c1 | 1691 | 1719
O=C(Nc1ccc(Oc2ccccc2)cc1)C1CC1 | 1404 | 1522
C=CCSc1ncc(C(=O)OCC)c(N)n1 | 1401 | 1975
CC(C)C(=O)NCc1cc(-c2ccccc2)no1 | 1597 | 1774
CC1CCN(C(=O)C2CCC(C)(C(=O)O)C2(C)C)CC1 (stereo not drawn) | 1548 | 1629
O=C(COc1ccc(Cl)c(Cl)c1)NN1C(=O)C2C(C1=O)C1C=CC2C12CC2 (stereo not drawn) | 1749 | 1931
Cc1ccc2c(CSc3nnc(C4CC4)n3N)cc(=O)oc2c1 | 1618 | 1661
CCn1c(C)cc(/C=C2/NC(=O)N(CC(=O)Nc3cccc(C)c3)C2=O)c1C | 1676 | 1925
Cc1c(C(=O)OCC(=O)NCCN2C(=O)CSC2=O)oc2c1ccc1ccccc12 | 1323 | 1664
CCCC[C@@H]1CNC(=S)N1CCC12CC3CC(CC(C3)C1)C2 | 1756 | 1647
CCOC(=O)N1CCN(C(=O)Nc2ccc(NC(=O)N3CCN(C(=O)OCC)CC3)cc2)CC1 | 1820 | 1902
Cc1cc(=O)n2c(ccc3ccccc32)c1C#N | 1494 | 2072
CC/C(=N/Nc1ccccc1C)c1cnnc(SC)n1 | 1530 | 1711
CCC(CO)NCc1cc(OC)c(OCC(=O)NCCc2ccccc2)cc1Br (stereo not drawn) | 1452 | 1822
CC(C)(CO)NCC(O)Cn1cc(C=O)c2ccccc21 (stereo not drawn) | 1545 | 1609
CCC(C)Sc1nc2c(cnn2-c2ccccc2)c(=O)[nH]1 (stereo not drawn) | 1539 | 1658
Cc1ccc2nc(NNC(=O)c3ccc(S(=O)(=O)N4CCc5ccccc5C4)cc3)sc2c1 | 1476 | 1616
CC(C)(C)C(=O)NC(=S)N1CCCC1 | 1497 | 1790
CC1=NNC(=O)C1CCC(=O)N/N=C/c1ccc(Cl)cc1 (stereo not drawn) | 1645 | 1769
COc1cc(OC)cc(C(=O)NCC(=O)OCC(=O)N2CC(C)CC(C)C2)c1 (stereo not drawn) | 1579 | 1537
CCOc1ccc(N2CCCn3c2nc2c3c(=O)n(CCc3ccccc3)c(=O)n2C)cc1 | 1587 | 1758
CCOc1ccc(C(C)=O)cc1CN1C(=O)NC2(CCCCCCC2)C1=O | 1455 | 1632
Cc1noc(N)c1C1(O)C(=O)N(C(C)C)c2ccccc21 (stereo not drawn) | 1574 | 1685
COc1cc(OC)cc(C(=O)Nn2cc(C(=O)Nc3ccc(F)cc3F)c3ccccc3c2=O)c1 | 1586 | 1969
O=C(COC(=O)c1ccccc1Br)NCCN1C(=O)CSC1=O | 1543 | 1932
CC(C)(C)c1ccc(CSc2nnc(-c3ccccc3NC(=O)c3ccccc3)o2)cc1 | 1614 | 1869
O=C(N/N=C\C=C\c1ccc2c(c1)OCO2)C1COc2ccccc2O1 (stereo not drawn) | 1447 | 1878
COc1ccccc1CCNC(=O)CSc1ccc(-c2ccco2)nn1 | 1516 | 1744
Cc1cc(C(=O)N/N=C/c2ccc(Cl)c([N+](=O)[O-])c2)c(C)n1-c1ccc(F)cc1 | 1583 | 1901
O=[N+]([O-])c1ccc2c(c1)c(-c1ccccc1)nc1nncn12 | 1396 | 1760
Cc1ccccc1-n1c(O)c(/C=C/C=Nc2ccccc2)c(=O)[nH]c1=O | 1707 | 1833
CN(Cc1nc(CC2CC2)no1)CC12CC3CC(CC(C3)C1)C2 | 1345 | 1678
CC(CCc1ccco1)NC(=O)c1cccc2c1C(=O)N(C1CCCCC1)C2 (stereo not drawn) | 1503 | 1701
CCCc1cc(=O)[nH]c(SCC(=O)N2CCN(S(=O)(=O)c3ccc4ccccc4c3)CC2)n1 | 1641 | 1795
COc1ccccc1-c1nnc(SCC(=O)NCc2cccs2)n1N | 1553 | 1797
Cc1ccnc(SCCn2c(N3CC(C)OC(C)C3)nc3c2c(=O)n(C)c(=O)n3C)n1 (stereo not drawn) | 1698 | 1607
O=C1CN=CN=CN1c1ccc(Cl)cc1Cl | 1727 | 1747
CCCC(C)NC(=O)c1cccc(Oc2ccccc2)c1 (stereo not drawn) | 1419 | 1984
(further entries)
SMILES | SRC3 TRFRET art | SRC1 TRFRET art
CC(C)(C)C(=O)NC(=S)NNC(=O)c1sc2ccccc2c1Cl | 1432 | 1952
Cc1nn(C)c(=S)n1-c1ccc(Cl)cc1 | 1848 | 2007
Fc1ccccc1NC(=S)NCc1ccc2c(c1)OCO2 | 1493 | 1672
CCNc1nc(C)c(CN(C(C)=O)c2ccccc2)nc1C#N | 1576 | 1859
COCCNC(=O)c1ccc(C2SCC(=O)N2Cc2ccco2)cc1 (stereo not drawn) | 1516 | 1701
N#CCCn1cc(C=C(C#N)C#N)c(-c2ccc(Cl)cc2)n1 | 1457 | 1624
Cc1cccc(Oc2ncnc(N)c2[N+](=O)[O-])c1 | 1473 | 1893
Cc1cc2c(OCC(O)CNC3CCCCC3)cccc2[nH]1 (stereo not drawn) | 1413 | 1832
O=C(COc1ccc(Cl)cc1Cl)Nc1cccnc1 | 1764 | 1874
COCCCNC(=S)NC(=O)c1ccc(C)cc1 | 1481 | 1753
S=C(NCc1ccccc1)N1CCCCC1 | 1470 | 1810
CCCC(=O)OCC(=O)NCc1ccc(Cl)cc1 | 1667 | 1960
CCOC(=O)c1c(-c2ccc(OC)cc2)csc1NC(=O)COc1ccc2c(C)cc(=O)oc2c1 | 1546 | 2102
Cc1cc(Br)ccc1NC(=O)C(C)c1ccc([N+](=O)[O-])cc1 (stereo not drawn) | 1486 | 2015
Cc1ccc(S(=O)(=O)N2CCCCC2)cc1NC(=O)COC(=O)Cc1ccc(Cl)cc1 | 1440 | 1599
O=c1c2ccccc2nc2c3ccccc3c(NCc3ccccn3)nn12 | 1544 | 1573
CC(C)C(=O)Nc1ccc(S(=O)(=O)Nc2nccc(/C=C/c3ccccc3)n2)cc1 | 1661 | 1919
CCOC(=O)CSc1nc2c(sc3ccc([N+](=O)[O-])cc32)c(=O)n1Cc1ccco1 | 1433 | 1586
CC1CCc2c(C(=O)Nc3ccc(N4CCOCC4)cc3)csc2C1 (stereo not drawn) | 1612 | 1995
CCOc1cc(C(N)=O)cc(Cl)c1OCc1ccccc1 | 1568 | 1740

An excerpt from above in order of SMILES length, low to high.
SMILES | SRC3 TRFRET art | SRC1 TRFRET art
Cc1nn(C)c(=S)n1-c1ccc(Cl)cc1 | 1848 | 2007
O=C(COc1ccc(Cl)cc1Cl)Nc1cccnc1 | 1764 | 1874
Fc1ccccc1NC(=S)NCc1ccc2c(c1)OCO2 | 1493 | 1672

(more compounds)
SMILES | SRC3 TRFRET art | SRC1 TRFRET art
O=C(Nc1cccnc1)c1cccc(S(=O)(=O)N2CCc3ccccc32)c1 | 1278 | 1475
COc1ccc(/C=C(\C#N)C(=O)OCC(=O)NCc2ccccc2Cl)cc1 | 1434 | 1805
CCCCC(=O)NNC(=S)NC(=O)C(c1ccccc1)c1ccccc1 | 1684 | 1813
O=C(CSc1nc(-c2ccccc2F)nc2nc[nH]c12)Nc1c(Cl)cc(Cl)cc1Cl | 1465 | 1972
CC1(C)CC(=O)c2sc(NS(=O)(=O)c3ccc(F)cc3)nc2C1 | 1598 | 1694
CN(C)c1ccc(/C=N/N=C/c2ccccc2O)cc1 | 1609 | 1790
CCCNC(=S)N1CCN(CC)CC1 | 1497 | 1629
CC(CC(=O)NCC1CCCO1)c1ccccc1 (stereo not drawn) | 1391 | 1693
CCOC(=O)C(C)Oc1ncnc2cccc(F)c12 (stereo not drawn) | 1619 | 1664
CN1CCN(NC(=O)c2ccc(Cl)cc2Cl)CC1 | 1448 | 1594

Profiles from above.
`O=C(CSc1nc(-c2ccccc2F)nc2nc[nH]c12)Nc1c(Cl)cc(Cl)cc1Cl` reads SRC3 TRFRET art: 1465; SRC1 TRFRET art: 1972
`CN(C)c1ccc(/C=N/N=C/c2ccccc2O)cc1` reads SRC3 TRFRET art: 1609; SRC1 TRFRET art: 1790
